GSTO1 inh = inhibitors of recombinant GSTO1, primary screen, counter-screen for RBBP9 inhibitor project, biochemical, fluorescence polarization; activity-based probe fluorescence polarization; inhibition, % at 5.96 µM; 1.1% of 300,000 active; AID 1974, 2009;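 active = inhibition above the campaign mean inhibition plus 3 SD, cut at about 35% in these data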;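 also: 0% = GSTO1-1 with DMSO and 100% = wells lacking GSTO1-1 enzyme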
GLD-1 RNA inh = GLD-1/TGE RNA complex disruptors, primary screen, biochemical, fluorescence polarization; AID 2280, 2010; 0.44% of 320,000 active; inhibition, % at 5.96 µM; Female germline-specific tumor suppressor gld-1 (Caenorhabditis elegans), Q17339; purified GLD-1 + fluorescein TGE RNA;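 active = percent inhibition above a per-plate cutoff, the plate mean of test compounds plus 3 SD, cut at about 30% in these data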;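 also: 0% = DMSO wells with GLD-1 and probe and 100% = wells lacking GLD-1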
Target sequence (Q17339 whole entry, looked up): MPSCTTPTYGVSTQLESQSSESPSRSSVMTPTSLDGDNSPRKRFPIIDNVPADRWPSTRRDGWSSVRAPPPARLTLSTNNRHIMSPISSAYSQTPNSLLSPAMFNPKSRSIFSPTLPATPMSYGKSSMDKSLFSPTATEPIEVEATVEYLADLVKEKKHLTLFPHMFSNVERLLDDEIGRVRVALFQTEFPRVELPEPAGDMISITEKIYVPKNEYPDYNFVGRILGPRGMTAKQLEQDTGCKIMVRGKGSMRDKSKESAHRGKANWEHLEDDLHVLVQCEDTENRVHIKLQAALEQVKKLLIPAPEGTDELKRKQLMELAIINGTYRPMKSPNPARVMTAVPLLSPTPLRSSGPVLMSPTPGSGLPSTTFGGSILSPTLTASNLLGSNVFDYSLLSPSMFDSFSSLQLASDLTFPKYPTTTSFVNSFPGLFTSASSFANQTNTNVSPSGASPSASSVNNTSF
PAD4 inh = human PAD4 inhibitors, primary screen, biochemical, fluorescence polarization, 1536-well format | Protein-arginine deiminase type-4 (Homo sapiens), Q9UM07 | recombinant PAD4, RCA probe fluorescence polarization | inhibition, % at 6.36 µM | 0.41% of 330,000 active | AID 485272, 2010;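 active = percent inhibition above a cutoff equal to the mean of all tested compounds plus 3 SD, cut at about 15% in these data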;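 also: 0% = PAD4 with RCA probe and DMSO and 100% = probe without PAD4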
TPT1 inhibitor = Candida albicans TPT1 enzyme inhibitors, primary screen, biochemical, fluorescence polarization | tRNA 2'-phosphotransferase TPT1 (Candida albicans SC5314) | recombinant caTPT1, FP RNA substrate dephosphorylation | inhibition, % at 5 µM | 0.81% of 300,000 active;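 active = inhibition above the mean of all tested compounds plus 3 SD, set per screening campaign, cut at about 24% in these data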;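 also: plate controls were DMSO alone for no effect and ferristatin control at 100 nM for full effect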
MCL1 BIM primary = inhibitors of MCL1 binding to BIM-BH3, primary screen, biochemical, fluorescence polarization; GST-MCL1 / FITC-Bim-BH3 fluorescence polarization; inhibition, % at 10.9 µM; 0.68% of 320,000 active;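 active = inhibition above the mean inhibition of all tested compounds plus 3 SD, set per campaign, cut at about 40% in these data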;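 also: 0% = DMSO wells and 100% = unlabeled Bim-BH3 peptide control; higher means more loss of mP so more displacement of Bim peptide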
Target sequence (Q07820 whole entry, looked up): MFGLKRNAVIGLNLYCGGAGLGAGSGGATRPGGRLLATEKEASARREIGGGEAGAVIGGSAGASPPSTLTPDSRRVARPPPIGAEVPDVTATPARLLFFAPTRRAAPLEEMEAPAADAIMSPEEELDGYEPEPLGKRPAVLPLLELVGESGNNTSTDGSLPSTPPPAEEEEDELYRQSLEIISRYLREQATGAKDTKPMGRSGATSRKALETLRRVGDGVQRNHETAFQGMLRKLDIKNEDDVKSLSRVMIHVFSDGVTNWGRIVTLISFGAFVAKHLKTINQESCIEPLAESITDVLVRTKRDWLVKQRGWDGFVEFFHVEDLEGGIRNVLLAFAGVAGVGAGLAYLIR
Bcl-xL primary = inhibitors of human Bcl-xL, primary screen, biochemical, fluorescence polarization, HTS; Bcl-2-like protein 1 (Homo sapiens), Q07817; GST-Bcl-xL / FITC-Bim BH3 peptide fluorescence polarization; inhibition, % at 10.9 µM; 0.7% of 320,000 active;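 active = inhibition above the mean of all tested compounds plus 3 SD, cutoff set per campaign, cut at about 30% in these data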;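 also: 0% = DMSO wells and 100% = unlabeled Bim-BH3 peptide competitor; inhibitors lower millipolarization by displacing the labeled peptide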
Target sequence (Q07817 whole entry, looked up): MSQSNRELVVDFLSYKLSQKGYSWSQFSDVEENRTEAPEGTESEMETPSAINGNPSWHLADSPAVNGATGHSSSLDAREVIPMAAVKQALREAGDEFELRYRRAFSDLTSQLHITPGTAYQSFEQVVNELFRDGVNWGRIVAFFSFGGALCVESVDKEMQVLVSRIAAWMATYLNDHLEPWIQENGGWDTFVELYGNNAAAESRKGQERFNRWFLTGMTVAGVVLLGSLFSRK
MEX-5 binding = MEX-5 zinc finger RNA-binding disruptors – biochemical, C. elegans, fluorescence polarization, MLPCN library, primary screen | Zinc finger protein mex-5 (Caenorhabditis elegans), Q9XUB2 | MEX-5/FITC-TCR2 RNA binding; active compounds read low | activity score (negative = inhibition of binding), % at 10 µM | 0.38% of 300,000 active | AID 1832, 2009;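 active = inhibition past about -25% in most replicates, and total fluorescence under double the plate's negative control median, limit read from the data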;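 also: 0% = DMSO and -100% = 5 µM competing unlabeled TCR2 RNA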
Fam108B counter = mouse Fam108B serine hydrolase inhibitors, primary screen, counter-screen for RBBP9 inhibitor project, biochemical, fluorescence polarization; recombinant Fam108B, FP-Rh probe fluorescence polarization; inhibition, % at 9.51 µM; 0.33% of 300,000 active; AID 1947, 2009;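 active = inhibition above the screen mean inhibition plus 3 SD, computed separately per campaign, cut at about 18% in these data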;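 also: inhibitors lower polarization as less probe binds the enzyme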
PME-1 inh = PME-1 inhibitors via competitive probe labeling, primary screen, biochemical, fluorescence polarization, FP-Rh probe, HTS; inhibition, % at 5.9 µM; recombinant PME-1; AID 2130, 2009; Protein phosphatase methylesterase 1 (Homo sapiens), Q9Y570; 0.53% of 320,000 active;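 active = inhibition above the campaign mean of all compounds plus 3 SD, cut at about 26% in these data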;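 also: competitive labeling of PME-1 active site by serine hydrolase directed probe; 0% = PME-1 with DMSO and 100% = wells lacking PME-1 enzyme; inhibitors block probe labeling so polarization falls and inhibition rises; many of its hits are not listed in these tables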
Starred values were filed as active, the others as inactive; nt = not tested or not shown. An excerpt; rates above refer to the full screens.

SMILES	GSTO1 inh	GLD-1 RNA inh	PAD4 inh	TPT1 inhibitor	MCL1 BIM primary	Bcl-xL primary	MEX-5 binding	Fam108B counter	PME-1 inh
CC1=C(C(=O)Nc2ccccc2C(=O)NCCCOC(C)C)SCCO1	-6.3	0.0	-0.3	-1.9	6.0	2.2	-0.6	-0.7	-1.8
COc1ccc(C(=O)Oc2ccc(/C=N/NC(=O)c3ccccc3OC)cc2[N+](=O)[O-])cc1	7.0	3.2	2.0	-1.1	-2.3	-1.6	-1.5	8.1	0.7
C/C(=N\Nc1ccc(Cl)c(C(=O)O)c1)c1cc2ccccc2o1	12.1	10.2	-0.2	-2.4	4.1	8.7	-1.2	2.0	-0.1
CCOc1ccc(NC(=O)CN(C)C(=O)c2cc(C)nc3ccccc23)cc1OCC	nt	-3.4	-0.9	nt	-10.7	-0.3	nt	nt	0.7
COCCCNCCOCCOc1ccc(C)cc1[N+](=O)[O-]	3.3	3.5	-1.4	-1.2	-0.5	5.4	0.8	-1.3	1.8
CC(Nc1nc(N2CCN(CCO)CC2)nc2ccccc12)c1ccccc1 (configuration not stated)	-0.4	4.6	-0.2	2.1	10.6	9.4	-2.3	1.1	-7.8
Cc1ccc(N2CCN(C(=S)Nc3ccccc3C)CC2)cc1	7.3	-3.1	1.2	-2.5	3.9	5.3	5.3	-3.0	2.9
Cc1ccc(C(=O)NCc2ccco2)cc1[N+](=O)[O-]	-4.5	-7.5	3.2	-3.7	2.1	5.9	2.8	0.2	4.3
C[N+]1(CC(=O)OCCCC2CCCCC2)CCCC1	1.0	-2.7	0.5	-0.4	-19.7	-16.7	1.6	2.2	6.4
CCOC(=O)Cc1nnc2c(Nc3ccccc3F)nc3nonc3n12	7.0	3.4	-6.3	0.3	-1.2	-1.9	-2.6	2.1	-3.9
CC1CC(=O)C2=C(C1)Nc1ccccc1N=C2 (configuration not stated)	1.8	8.9	-0.2	5.3	-4.4	-4.3	0.2	-0.3	-1.0
COc1ccc(NS(=O)(=O)c2cccc(C(=O)N/N=C(\C)c3ccncc3)c2)cc1	-0.1	2.2	-3.5	-0.6	-2.6	2.4	-0.5	-0.1	-1.6
COCCN(Cc1nc2ccccc2c(=O)[nH]1)C(=O)COc1cccc(C(C)=O)c1	nt	3.2	4.4	nt	1.0	-0.7	nt	nt	6.8
CCOc1ccc(-c2nc(CSCC(=O)N3CCN(C(=O)c4ccco4)CC3)c(C)o2)cc1	-0.5	-3.8	-1.3	3.3	4.0	3.9	0.3	3.9	2.7
COc1ccc(CCNC(=O)Cn2c(=O)[nH]c3ccsc3c2=O)cc1OC	12.4	-8.0	3.5	3.7	1.1	0.1	-1.0	-1.6	0.9
CCOC(=O)C(Cc1ccccc1)C(=O)NCc1ccccc1 (configuration not stated)	4.9	4.8	1.0	1.5	-1.3	4.9	3.4	1.1	1.5
CC(C)n1c(CN2CCN(C)CC2)nc2c1c(=O)n(C)c(=O)n2C	7.3	0.1	-5.2	-5.5	10.8	3.7	nt	-7.1	0.0
COc1ccc(C(=O)Nc2nc(CC(=O)NCc3ccc(F)cc3)cs2)cc1	12.2	3.1	-1.9	-2.1	4.7	8.4	-1.1	-1.3	2.3
CC1(C)Cc2nc3oc4c(NCCCN5CCOCC5)ncnc4c3cc2CO1	-2.6	3.0	-1.6	0.5	8.5	7.2	-0.8	1.2	-1.6
Cc1cccn2c(=O)c3cc(C(=O)N4COCC4(C)C)n(Cc4ccccc4)c3nc12	2.7	2.1	-4.6	0.7	-2.6	1.2	-1.6	-1.7	1.2
Cc1cc(C(C)(C)C)ccc1OCCCCN1CCCC1	1.0	-2.8	0.3	-2.9	-10.1	4.1	-1.3	-7.6	6.8
C/C(=N\OCC(=O)Nc1ccccc1C(C)(C)C)c1ccc2c(c1)OCCO2	-3.7	8.7	5.2	-1.1	-0.3	5.8	1.4	-5.8	7.1
O=[N+]([O-])c1cc2c(cc1/C=N/n1c(-c3ccccn3)n[nH]c1=S)OCO2	-3.3	3.8	2.2	2.5	-1.8	-3.5	-0.1	3.0	2.6
Cn1c(=O)c2ncn(CC(=O)Nc3ccc(N4CCOCC4)cc3)c2n(C)c1=O	-1.3	8.7	-1.6	-0.2	2.7	2.3	0.4	1.5	8.1
Cn1cnnc1SCC(=O)Nc1ccc2nc(SCc3ccccc3)sc2c1	-14.0	3.8	-0.5	0.1	7.8	8.3	nt	-2.2	-14.0
O=C1CCC(C(=O)N2CCN(c3ccccc3)CC2)CN1CC1CCCCC1 (configuration not stated)	-2.7	1.0	2.1	-1.4	4.2	2.8	4.1	1.0	3.3
Cc1ccc(/C=N\NC(=O)/C(=C\Nc2nccc(C)n2)NC(=O)c2ccccc2)cc1	1.8	4.9	-3.4	0.2	7.4	4.4	-1.7	1.7	11.3
O=C(NCC1(c2ccccc2)CCCC1)c1ccc(Br)cc1	0.6	5.3	-2.9	0.5	-1.1	0.2	2.2	2.5	9.7
CCCNC(=O)c1ccc(N2CCC3(CC2)CC(c2cccc(Br)c2)=NO3)c(NC(=O)c2ccc(Cl)c([N+](=O)[O-])c2)c1	-0.2	4.5	2.5	-2.2	-3.5	6.7	1.9	-5.7	-2.8
CC(C)(C)c1cc(C(=O)NNC(=O)c2ccc(Cl)cc2)no1	-1.2	-4.4	1.7	-2.1	0.4	3.6	-2.4	2.2	-4.1
CCOC(=O)C1=C(O)/C(=C/c2ccc(CNC(=O)C(=O)Nc3ccc(C)cc3)o2)N=C1C	13.9	4.7	-10.4	5.3	22.2	17.6	-4.0	7.1	2.5
COc1ccc(-n2cc(CNCc3cccnc3)c(-c3cccc(F)c3)n2)cc1	-1.0	-0.6	-3.2	0.5	10.6	9.4	1.4	-2.3	-0.3
Cc1ccc(-c2nnn(CC(=O)N(c3cnc4ccccc4c3)C(C(=O)NC3CCCC3)c3ccncc3)n2)o1 (configuration not stated)	5.8	-3.5	-11.6	2.9	-6.6	-6.5	-0.7	-1.4	-6.2
CC(C)CC(Nc1ncnc2scc(-c3ccccc3)c12)C(=O)O (configuration not stated)	2.1	-5.4	-1.5	-1.4	3.7	2.7	0.8	3.6	1.4
CCOC(=O)N1CCN(S(=O)(=O)N2CCCC(C(=O)NCc3cccc(OC)c3)C2)CC1 (configuration not stated)	7.4	4.4	-1.8	4.3	-7.7	-0.4	-1.4	-4.3	0.7
CCC(=O)OCC(=O)Nc1cc(C)c(C)cc1[N+](=O)[O-]	7.6	-1.9	0.4	1.6	-6.6	-0.7	0.8	-1.6	1.6
Cc1ccc(S(=O)(=O)/C(C#N)=C/c2c(N3CC(C)OC(C)C3)nc3ccccn3c2=O)cc1 (configuration not stated)	-3.1	-1.9	-1.5	8.7	-8.8	-9.4	-4.7	1.6	12.4
COc1ccc2oc3ccccc3c(=O)c2c1	-2.4	0.1	2.9	-2.0	3.6	2.1	0.8	-5.8	-1.1
O=S(=O)(Nc1ncccn1)c1ccc(NC(=S)NCc2cccnc2)cc1	-2.6	-6.7	-5.7	-0.3	1.1	-2.2	2.9	0.9	-1.8
O=C(CN(c1ccccc1)S(=O)(=O)c1ccccc1)Nc1ccc(F)cc1	4.3	4.6	-4.3	0.7	-0.1	2.5	-0.6	2.1	3.6
CCCCN(C(=O)Nc1ccc(OCC)cc1)C1CCN(C(C)=O)CC1	-5.0	9.7	1.3	-1.2	-0.4	-0.1	1.8	-2.3	-6.1
CCN1CCN(CC(O)COCCOc2ccc(Br)cc2)CC1 (configuration not stated)	6.0	2.2	-4.6	-0.9	14.1	-0.1	-3.1	-1.9	3.0
N#CCCn1cc(/C=N/O)c(-c2ccccc2)n1	-4.8	0.8	-0.4	-2.6	1.6	6.7	nt	-0.9	1.9
O=C(c1cccnc1)C1CCCN(Cc2nc(Cc3ccccc3)no2)C1 (configuration not stated)	7.4	-1.2	1.7	1.4	0.6	-1.1	1.0	-3.2	5.2
COc1ccc(NC(=O)COc2ccccc2Cc2ccccc2)cc1S(N)(=O)=O	-17.6	-4.5	-4.7	1.3	0.6	3.9	0.0	1.0	-3.4
CCCCCCCN1C(Nc2ccccc2)=NC[C@@H]1CC(C)C	-1.1	5.6	0.2	0.9	6.6	-0.8	0.3	-0.3	2.5
CC(=O)c1cccc(CN2CCC(C(=O)Nc3cccc(-c4ccn[nH]4)c3)CC2)c1	0.8	8.4	5.0	-4.7	-4.3	-2.4	1.9	-7.4	-4.8
O=C1NC2(CCCC2)Oc2ccccc21	9.4	6.3	2.0	-5.3	-0.2	4.7	1.7	2.4	-6.9
O=C(CN1C(=O)CC(c2ccccc2)Sc2ccccc21)NCC1CCCO1 (configuration not stated)	8.6	1.2	0.6	-7.2	-11.8	-3.5	0.3	0.1	3.1
Cc1nc(Nc2ccc(S(=O)(=O)N3CCCC3)cc2)c2nnn(Cc3ccccc3)c2n1	2.3	-7.8	0.0	2.4	0.5	1.5	-0.9	-1.9	4.3
New compounds follow
SMILES	GSTO1 inh	GLD-1 RNA inh	PAD4 inh	TPT1 inhibitor	MCL1 BIM primary	Bcl-xL primary	MEX-5 binding	Fam108B counter	PME-1 inh
Cc1cccc(Nc2nc(N)c([N+](=O)[O-])c(N3CCCC(C)C3)n2)c1 (configuration not stated)	-6.0	6.5	-5.2	-1.0	-7.4	-3.4	1.5	-4.8	-3.9
COc1ccc(CCN2CC(C(=O)NCc3ccco3)CC2=O)cc1OC (configuration not stated)	0.7	4.7	-0.3	-4.0	2.9	3.7	-0.3	-8.4	5.5
Cc1ccc(S(=O)(=O)N=S(CCO)CCO)cc1	0.0	6.7	1.1	1.7	-6.7	-9.2	0.4	0.3	-5.7
Cc1cc(NC(=O)c2cccc(COc3ccc(Br)cc3)c2)no1	0.3	0.9	-3.8	-1.4	2.9	6.1	-4.2	3.2	3.7
COc1ccc(Nc2nc3c(c(=O)n(C)c(=O)n3C)n2CCO)cc1	5.4	3.4	-0.5	-6.2	17.7	9.2	-1.7	3.3	5.7
NC(=O)c1cc(-c2ccncc2)nc2ccc(Cl)cc12	4.5	-7.8	0.3	2.4	-3.4	3.1	2.5	-1.8	-0.4
COc1ccc(OC)c(NC(=O)Nc2nnc(N3CCC(C)CC3)s2)c1	3.1	-2.2	-2.0	-0.5	9.7	5.1	0.6	1.9	29.2*
Cc1c(NC(=O)c2cccc(NS(C)(=O)=O)c2)c(=O)n(-c2ccccc2)n1C	-6.9	-2.0	-3.1	-1.6	-2.1	3.9	0.4	0.1	4.5
CCC1=NC(c2ccc(OC)cc2OC)N(O)C1(C)C (configuration not stated)	-3.8	3.3	-2.5	1.1	3.1	3.1	-5.2	4.2	-2.4
Cn1c(SCC(=O)c2ccccc2F)nnc1C1CC1	-0.3	0.4	2.4	1.1	1.3	2.5	-0.8	4.3	-0.5
